# Compound activity as filed in PubChem BioAssay.
# G9a inh – qHTS Assay for Inhibitors of Histone Lysine Methyltransferase G9a; Histone-lysine N-methyltransferase EHMT2 (Homo sapiens), Q96KQ7; G9a H3K9 monomethylation, AlphaScreen, 2 h; Potency, µM (doses to about 102 µM), for the others: at the highest dose activity, negative = inhibition, most hits filed as inhibitors; 8.8% of 350,000 active; AID 504332, 2011; note: potency is the fitted concentration of half-maximal effect; % is set by controls: 0 for no effect and ±100 for the full control effect; nearly all actives have a fitted effect of over 75% in size
#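 Readings reflect AlphaScreen signal from monomethyl-H3K9 antibody detection. HMT at 20 nM; substrate b-H3K9 500 nM; cofactor SAM 20 uM; 2 h RT reaction; compounds tested as titrations in qHTS with 15 min preincubation.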
# Pin1 inhibitor – qHTS Assay to Find Inhibitors of Pin1; Peptidyl-prolyl cis-trans isomerase NIMA-interacting 1 (Homo sapiens), Q13526; Pin1 FP peptide displacement, HiFluor488, 10 min; Potency, µM (highest dose often 115 µM), inactives show at the highest dose activity, negative = inhibition, actives largely listed as inhibitors; 0.009% of 390,000 active; active = well fitted inhibition curve with a large enough effect in the polarisation, with a control signal flat, not every such curve was filed as active; inconclusive = small, poorly fitted or top-dose-only effect, or effect the other way, or a change in a side signal; inactive = no such curve, though single readings can be large or run the other way; the % refers to the polarisation; note: potency is the fitted concentration of half-maximal effect; % is set by controls: 0 for no effect and ±100 for the full control effect
# JMJD2A Tudor inh – qHTS Assay for Inhibitors of JMJD2A-Tudor Domain. Lysine-specific demethylase 4A (Homo sapiens), O75164. AID 504339, 2011. AlphaScreen JMJD2A-Tudor / H3K4me3 peptide binding. Potency, µM (highest dose often 114 µM), without a hit: at the top dose activity change, negative = inhibition, actives largely listed as inhibitors. 4.4% of 390,000 active; note: potency is the fitted concentration of half-maximal effect; % is set by controls: 0 for no effect and ±100 for the full control effect; nearly all actives have a fitted effect of over 50% in size
# BAZ2B block – qHTS Assay for Inhibitors of BAZ2B; Bromodomain adjacent to zinc finger domain protein 2B (Homo sapiens), Q9UIF8; AlphaScreen BAZ2B-H3K14Ac peptide displacement; Potency, µM (series often up to 114 µM), inactives show at the top dose activity change, negative = inhibition, actives largely listed as inhibitors; 4.4% of 360,000 active; AID 504333, 2011; note: potency is the fitted concentration of half-maximal effect; % is set by controls: 0 for no effect and ±100 for the full control effect; nearly all actives have a fitted effect of over 60% in size
# Target sequence (Q9UIF8 whole entry, looked up, the tested form may be a part): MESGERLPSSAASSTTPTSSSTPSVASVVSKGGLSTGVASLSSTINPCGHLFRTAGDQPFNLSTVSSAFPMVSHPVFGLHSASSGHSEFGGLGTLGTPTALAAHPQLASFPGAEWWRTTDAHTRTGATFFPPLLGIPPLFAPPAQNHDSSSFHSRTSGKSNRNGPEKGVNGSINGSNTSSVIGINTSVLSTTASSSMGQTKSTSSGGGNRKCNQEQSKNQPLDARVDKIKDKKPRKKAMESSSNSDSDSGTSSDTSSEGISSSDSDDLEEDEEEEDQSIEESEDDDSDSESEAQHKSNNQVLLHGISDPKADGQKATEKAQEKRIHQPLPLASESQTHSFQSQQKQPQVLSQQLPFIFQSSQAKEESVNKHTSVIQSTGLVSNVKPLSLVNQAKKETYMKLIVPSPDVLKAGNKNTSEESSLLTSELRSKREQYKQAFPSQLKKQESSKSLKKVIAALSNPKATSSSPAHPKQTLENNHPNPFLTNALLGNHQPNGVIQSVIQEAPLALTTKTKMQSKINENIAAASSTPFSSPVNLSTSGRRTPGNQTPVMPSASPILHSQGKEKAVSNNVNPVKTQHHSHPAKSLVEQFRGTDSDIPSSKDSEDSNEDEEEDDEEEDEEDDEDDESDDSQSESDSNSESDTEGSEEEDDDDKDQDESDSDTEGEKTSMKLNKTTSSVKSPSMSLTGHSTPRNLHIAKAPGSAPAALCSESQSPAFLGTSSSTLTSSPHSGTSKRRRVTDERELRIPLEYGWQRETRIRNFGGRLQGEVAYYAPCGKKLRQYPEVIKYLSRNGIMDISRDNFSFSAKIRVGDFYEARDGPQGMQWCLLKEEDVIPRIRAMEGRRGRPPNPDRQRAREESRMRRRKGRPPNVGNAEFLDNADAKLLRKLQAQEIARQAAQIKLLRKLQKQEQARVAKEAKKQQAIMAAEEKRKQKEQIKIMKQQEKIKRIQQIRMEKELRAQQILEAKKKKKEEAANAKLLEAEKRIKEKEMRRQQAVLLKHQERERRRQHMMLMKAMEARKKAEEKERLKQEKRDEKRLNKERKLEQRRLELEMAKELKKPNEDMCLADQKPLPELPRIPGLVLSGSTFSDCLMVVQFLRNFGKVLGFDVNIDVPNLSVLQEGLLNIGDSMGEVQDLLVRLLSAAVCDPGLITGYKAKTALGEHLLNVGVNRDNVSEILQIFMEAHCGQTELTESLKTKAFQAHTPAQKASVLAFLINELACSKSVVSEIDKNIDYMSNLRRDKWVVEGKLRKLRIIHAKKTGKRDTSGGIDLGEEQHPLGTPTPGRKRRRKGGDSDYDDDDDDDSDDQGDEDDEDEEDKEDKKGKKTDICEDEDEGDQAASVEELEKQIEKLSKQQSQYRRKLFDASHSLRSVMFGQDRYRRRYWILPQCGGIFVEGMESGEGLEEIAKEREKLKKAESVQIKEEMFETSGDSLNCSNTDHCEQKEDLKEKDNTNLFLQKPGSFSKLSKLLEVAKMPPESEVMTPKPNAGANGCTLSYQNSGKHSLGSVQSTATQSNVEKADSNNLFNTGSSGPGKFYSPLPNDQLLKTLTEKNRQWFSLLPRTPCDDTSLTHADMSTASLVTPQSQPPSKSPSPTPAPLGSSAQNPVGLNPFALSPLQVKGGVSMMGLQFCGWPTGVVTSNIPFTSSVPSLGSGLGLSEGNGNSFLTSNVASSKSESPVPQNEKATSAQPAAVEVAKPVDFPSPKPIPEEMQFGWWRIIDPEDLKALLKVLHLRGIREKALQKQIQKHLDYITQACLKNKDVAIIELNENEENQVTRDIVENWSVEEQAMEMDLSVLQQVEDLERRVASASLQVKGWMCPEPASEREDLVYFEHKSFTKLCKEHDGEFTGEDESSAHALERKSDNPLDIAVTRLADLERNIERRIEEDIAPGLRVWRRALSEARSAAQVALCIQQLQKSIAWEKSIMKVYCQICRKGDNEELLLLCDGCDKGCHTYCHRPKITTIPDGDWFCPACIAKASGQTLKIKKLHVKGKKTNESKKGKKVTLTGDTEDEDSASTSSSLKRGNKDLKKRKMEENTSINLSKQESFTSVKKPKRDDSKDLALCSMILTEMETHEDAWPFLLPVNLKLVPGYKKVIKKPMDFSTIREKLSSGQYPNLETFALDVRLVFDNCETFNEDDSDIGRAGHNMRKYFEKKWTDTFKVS
#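 Multi-concentration screen (max 110 uM) measuring displacement of acetylated histone H3 peptide from BAZ2B by AlphaScreen, using 50 nM protein, 50 nM peptide and 10 ug/mL streptavidin donor plus Ni-chelate acceptor beads.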
# PI4K2A inh – qHTS for small molecular inhibitors of PI4K2A; Phosphatidylinositol 4-kinase type 2-alpha (Homo sapiens), Q9BTU6; purified PI4K2A, ADP-Glo luminescence, 1 h; hits give low values; activity change, negative = inhibition, % at 76.9 µM; 0.13% of 420,000 active; AID 1346378, 2018; in the data active = activity change below about -50%; inconclusive = mostly about -30% to -49%;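 note: -100% = wells without enzyme as full effect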
#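 PI4K2A activity was measured by ADP-Glo luminescence: enzyme (4 ug/mL stock) and phosphatidylinositol (1.2 mM stock) in Tris pH 7.5/MgCl2/EGTA/Triton X-100 buffer were reacted with ATP (300 microM stock) for one hour at ambient temperature.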
# ERG Ets-DNA blk – qHTS for Small Molecule Inhibitors of the ERG Ets/DNA interaction. Transcriptional regulator ERG (Homo sapiens), P11308. Potency, µM (doses to about 76.9 µM), inactives show at the highest dose FP activity, negative = inhibition, actives largely listed as inhibitors. fluorescence polarization, His-ERG Ets domain / labelled DNA. 0.028% of 370,000 active; active = well fitted inhibition curve with a large enough effect in the polarisation, with a control signal flat; inconclusive = small, poorly fitted or top-dose-only effect, or effect the other way, or a change in a side signal; inactive = no such curve, though single readings can be large or run the other way; the % refers to the polarisation;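 note: polarization taken with two DNA probes labelled with fluorescein and Texas red; potency is the fitted concentration of half-maximal effect; % of control where 0% means no effect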
#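 His-tagged ERG Ets domain (1 uM in the protein solution; 300mM KCl, 50mM Tris-HCl, 1mM EDTA, 1mM DTT, pH 7.5) received compound, then a probe mix of 5 nM fluorescein-DNA and 100nM Texas-615-DNA. Fluorescence polarization was read for both dyes.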
# HP1b binding inh – HTS for Inhibitors of HP1-beta Chromodomain Interactions with Methylated Histone Tails. Chromobox protein homolog 1 (Homo sapiens), P83916. 0.56% of 390,000 active. Potency, µM (doses to about 114 µM), for the others: at the top dose activity change, negative = inhibition, most hits filed as inhibitors. AlphaScreen HP1-beta / biotin-H3K9me3 peptide binding; note: potency is the fitted concentration of half-maximal effect; nearly all actives have a fitted effect of over 70% in size; inactives centre near 23
#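 AlphaScreen: HP1-beta (50 nM) preformed 30 min with biotin-H3(1-18)K9me3 peptide (50 nM) in PBS pH 7.4, 0.01% Tween-20. Compound added for 30 min at RT, then streptavidin donor/nickel chelate acceptor beads (10 ug/mL) for 30 min.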
# Tb PGK inh – qHTS Assay to Find Inhibitors of Phosphoglycerate Kinase; Phosphoglycerate kinase, glycosomal (Trypanosoma brucei brucei), P07378; PGK/GAPDH coupled, Kinase-Glo luminescence, 60 min; Potency, µM (titrated, usually from 57.5 µM), without a hit: at the top dose activity change, negative = inhibition, usual class: inhibitors; 0.043% of 380,000 active; AID 602233, 2012; note: potency is the fitted concentration of half-maximal effect; % is set by controls: 0 for no effect and ±100 for the full control effect; nearly all actives have a fitted effect of over 60% in size
#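 Recombinant glycosomal PGK reaction used 1,3-bisphosphoglycerate generated in-well by GAPDH (100nM final) in 100mM TEA pH 7.6, 5mM MgCl2, 0.01% Tween-20. After 60 minutes at room temperature, ATP was read by Kinase-Glo Plus luminescence end-point.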
# GLS inhibitor – qHTS for Inhibitors of Glutaminase (GLS); Glutaminase kidney isoform, mitochondrial (Homo sapiens), O94925; GLS enzymatic activity, qHTS titration; Potency, µM (series often up to 45.5 µM), for the others: at the top dose activity change, negative = inhibition, actives largely listed as inhibitors; 0.21% of 410,000 active; AID 624170, 2012; note: potency is the fitted concentration of half-maximal effect; % is set by controls: 0 for no effect and ±100 for the full control effect
#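 Coupled fluorescence readout: glutamate oxidase/HRP/Amplex Red detect glutamate formed by hKGA from L-glutamine (1 mM solution added). Buffer 45 mM KH2PO4 pH 8.2, 0.02% Tween-20; reads at t0 and 30 min RT.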
# Starred values were filed as active, the others as inactive; i = inactive; u = inconclusive; x = no result given; & = joins results of further samples; [ ] = another dose, or the depositor's remark. Unless noted, calls come from the whole dose curve; as a rule, active = well fitted curve in the direction sought with a large enough effect; inconclusive = small, poorly fitted or top-dose-only effect, or another doubt; inactive = no such curve, though single readings can be large; an effect the other way counts as inactive or inconclusive.
SMILES,G9a inh,Pin1 inhibitor,JMJD2A Tudor inh,BAZ2B block,PI4K2A inh,ERG Ets-DNA blk,HP1b binding inh,Tb PGK inh,GLS inhibitor
COc1ccc(N(C(=O)CNC(=O)c2ccco2)C(C(=O)NCC2CCCO2)c2ccccc2)cc1 (stereo unspecified),1%,-18%,-12%,-3%,2,0%,12%,-10%,-6%
O=C(Cn1nc(Cc2cccnc2)c2ccccc2c1=O)Nc1ccc2c(c1)OCO2,u,4%,-12%,-2%,-6,-2%,43%[activator],i,-7%
CC(Sc1nnnn1-c1ccccc1)C(=O)Nc1ccc(N2CCN(C)CC2)cc1 (stereo unspecified),u,-4%,u,u,0,2%,16%,-1%,16%
COc1ccc(CCN=C(N)NS(=O)(=O)c2ccc(F)cc2)cc1,-2%,-8%,-1%,0%,2,-3%,17%,8%,-2%
O=c1[nH]c(CS(=O)(=O)c2ccccc2)nc2ccccc12,u,5%,-12%,1%,-17,-6%,38%,5%,13%
Cc1cc2c(cc1C)CSC(c1c(O)ccc3ccccc13)SC2,u,2%,-35%,u,24,7%,0%,i,0%
O=C(c1cc(S(=O)(=O)N2CCOCC2)ccc1F)N1CCCc2ccccc21,14%[12.7 µM],0%,-17%,-1%,2,8%,14%,-1%,10%
COc1cccc(NC(=O)Cn2c(=O)n(-c3ccccc3)c(=O)c3c2c2cc(OC)ccc2n3C)c1,6%[59 µM],-1%,-5%,-3%,4,0%,33%,7%,9%
CC(=O)NC1C(=O)N=C(SCC(=O)NC(C)c2ccccc2)NC1=O (stereo unspecified),-50%[59 µM],-5%,-6%,-28%,7,8%,43%[activator],i,73%[activator]
Cc1cc(C)c2nc(C(F)(F)F)nc(NCCCN3CCCC3=O)c2c1,-2%[12.7 µM],-11%,-4%[57.1 µM],5%,-17,-1%,29%,-7%,3%
COc1ccc(CC(=O)NCC(=O)NC(Cc2ccccc2)C(=O)O)cc1 (stereo unspecified),5%,u,-21%,-14%,0,12%,27%,-3%,12%
Cc1cccc(NC(=O)c2ccc3ccccc3n2)n1,32%[12.7 µM],-3%,52%[activator],33%,-3,8%,117%[activator],-9%,0%
Cc1sc2ncn(Cc3ccccc3F)c(=O)c2c1C,-2%,-9%,8%,0%,7,-11%,64%[activator],8%,-2%
CCNc1nc2c(cnn2C)c(=O)[nH]1,x,-1%,-1%,x,-3,1%,24%,-6%,-12%
COc1cccc2sc(NNC(=O)c3nc4ccccc4s3)nc12,13µM*,12%,50µM*,35µM*,-4,14%,u,-10%,-21%
Cc1ccc(NC(=O)CNC(=O)Cc2cccc3ccccc23)nc1,x,14%,-19%,-16%,-2,6%,16%,-11%,-1%
O=C(c1ccccc1)N1N=C(c2ccccc2)CC1(O)C(F)(F)F (stereo unspecified),5%[0.501 µM],5%,4%,5%,-2,4%,67%[activator],x,1%
C/C(=N\Nc1ccccc1)c1cccc(N)c1,8.9µM*,6%,u,u,-25,32%[activator],u,-2%,-12%
Cc1ccc(S(=O)(=O)Nc2ccc3c(c2)nc(CCN2CCCCC2)n3C)cc1,-24%,2%,-9%,-14%,-10,0%,15%,-1%,2%
COc1ccc(C(=O)N/C(=C\c2ccccc2)C(=O)Nc2ccc(C(=O)O)cc2)cc1,20%,-8%,-11%,6%,2,4%,34%,-4%,-8%
Cc1cnc(=O)[nH]c1SCc1cccc([N+](=O)[O-])c1,20%,3%,-20%,9%,4,2%,7%,-6%,-8%
Cc1n[nH]c(C)c1CCCCOc1ccccc1,50µM*,-5%,-32%[57.1 µM],-20%,-3,14%,13%,-10%,-6%
Fc1ccc2cnc(-c3ccccc3F)cc2c1,x,0%,48%[activator],x,-9,-5%,103%[activator],-1%,-5%
O=C(Cn1cc(S(=O)(=O)c2ccccc2)c(=O)c2cc(Cl)ccc21)Nc1ccc2c(c1)OCO2,-5%[59 µM],9%,-1%,0%,1,-1%,38%,-3%,2%
CC(CCc1ccccc1)NC(=O)C1CCN(c2nnc(-n3cccc3)s2)CC1 (stereo unspecified),-7%[59 µM],-2%,-7%,9%,4,-4%,43%[activator],-8%,3%

# Grouped by structure, the entries above with an aryl methoxy group (six)
SMILES,G9a inh,Pin1 inhibitor,JMJD2A Tudor inh,BAZ2B block,PI4K2A inh,ERG Ets-DNA blk,HP1b binding inh,Tb PGK inh,GLS inhibitor
COc1ccc(N(C(=O)CNC(=O)c2ccco2)C(C(=O)NCC2CCCO2)c2ccccc2)cc1 (stereo unspecified),1%,-18%,-12%,-3%,2,0%,12%,-10%,-6%
COc1ccc(CCN=C(N)NS(=O)(=O)c2ccc(F)cc2)cc1,-2%,-8%,-1%,0%,2,-3%,17%,8%,-2%
COc1cccc(NC(=O)Cn2c(=O)n(-c3ccccc3)c(=O)c3c2c2cc(OC)ccc2n3C)c1,6%[59 µM],-1%,-5%,-3%,4,0%,33%,7%,9%
COc1ccc(CC(=O)NCC(=O)NC(Cc2ccccc2)C(=O)O)cc1 (stereo unspecified),5%,u,-21%,-14%,0,12%,27%,-3%,12%
COc1cccc2sc(NNC(=O)c3nc4ccccc4s3)nc12,13µM*,12%,50µM*,35µM*,-4,14%,u,-10%,-21%
COc1ccc(C(=O)N/C(=C\c2ccccc2)C(=O)Nc2ccc(C(=O)O)cc2)cc1,20%,-8%,-11%,6%,2,4%,34%,-4%,-8%

# (cont.)
SMILES,G9a inh,Pin1 inhibitor,JMJD2A Tudor inh,BAZ2B block,PI4K2A inh,ERG Ets-DNA blk,HP1b binding inh,Tb PGK inh,GLS inhibitor
Cc1ccc(NC(=O)CCNC(=O)Nc2ccccc2)cc1S(=O)(=O)N(C)C,5%[2.33 µM],-5%,-26%,-1%,1,0%,11%,i,-6%
CC1CCc2c(C(=O)NCCCN3CCOCC3)csc2C1 (stereo unspecified),-32%,-1%,-17%,27%,-1,x,28%,4%,0%
Cc1ccn2cc(C(=O)NC3CCN(Cc4ccccc4)CC3)nc2c1,u,-10%,u,-1%,1,x,7%,i,-5%
CCN=c1scc(-c2ccco2)n1/N=C/c1ccc(O)cc1,35µM*,39%[activator],56µM*,50µM*,0,5%,u,1%,11%
COc1ccc(NC(C)=O)cc1NC(C)C(=O)Nc1ccccc1F (stereo unspecified),u,-5%,-19%,-2%,0,1%,14%,-10%,24%
CCCn1nc(NC(=O)c2ccco2)c2cc3ccccc3nc21,u,-9%,61%[activator],33%,-2,3%,125%[activator],-5%,4%
CC/C(=N\NC(=O)CSc1ncccn1)c1ccc2c(c1)OCCO2,13%,-4%,-8%,-2%,0,-10%,20%,-5%,6%
CCN(CC)C(=O)c1ccc2c(=O)n(CCOC)c(=S)[nH]c2c1,45µM*,-6%,18µM*,u,-1,-11%,39%[activator],-8%,-1%
N#Cc1ccc(NC(=O)CN2CCN(c3ccccn3)CC2)cc1,39%[activator],0%,-8%,-1%,2,11%,24%,9%,5%
NS(=O)(=O)c1ccc(NC(=O)COC(=O)COc2ccc(Br)cc2)cc1,x,2%,-11%,-1%,-1,-2%,26%,-5%,-2%
Cc1cc(-c2nc(-c3ccc(C(C)(C)C)cc3)no2)no1,6%,0%,8%,-2%,-5,23%,42%,0%,1%
COc1ccc(CN=C2NN=C(c3cccc(OC)c3)CS2)cc1,u,10%,-31%,u,6,-1%,2%,3%,1%
COc1ccc(C2(CNC(=O)c3cccs3)CCOCC2)cc1,7%[59 µM],2%,3%,-12%,1,0%,53%[activator],0%,2%
N#Cc1c(-c2ccccc2)nc(SCC(=O)Nc2ccccc2)[nH]c1=O,u,2%,-10%,-21%,-9,5%,23%,17%,-4%
Cc1ccc(Nc2ccc(-n3ccnc3)nn2)cc1C,-4%,2%,-24%,-6%[57.1 µM],-1,2%,20%,i,8%
O=C(O)C1CSC(c2ccccc2Cl)N1C(=O)c1ccc(Cl)cc1 (stereo unspecified),15%[59 µM],-1%,-10%,1%,-5,9%,16%,-3%,9%
O=C(O)c1cc(/C=C/c2ccc(N3CCOCC3)cc2)nc2ccccc12,u,28%,-15%,-30%,-24,-7%,-15%,-11%,-2%
O=S(=O)(NCC(c1ccco1)N1CCOCC1)c1ccc(Cl)cc1 (stereo unspecified),-14%&15%[59 µM],-6%&5%,-17%&-12%,-9%&-6%,-4&-5,2%&-1%,29%&16%,-6%&-6%,1%&6%
COC1CCN(C(=O)CC2C(=O)NCCN2CC2CCCCC2)CC1 (stereo unspecified),1%,-3%,-6%,-2%,1,0%,24%,0%,0%
